# Assay outcomes deposited in PubChem by National Center for Advancing Translational Sciences (NCATS).
# WRN inhibitor: qHTS for Inhibitors of WRN Helicase; Bifunctional 3'-5' exonuclease/ATP-dependent helicase WRN (Homo sapiens), Q14191; WRN helicase unwinding, fluorescent forked duplex, kinetic; Potency, µM (series often up to 114 µM), for the others: at the top dose activity change, negative = inhibition, hits mostly inhibitors; hit rate 0.46% among 360,000; further: potency means the concentration at half of the fitted maximal effect; on the % scale 0 is the no-effect control and ±100 the full control effect; nearly all actives have a fitted effect of over 55% in size
# Target sequence (Q14191 whole entry, looked up): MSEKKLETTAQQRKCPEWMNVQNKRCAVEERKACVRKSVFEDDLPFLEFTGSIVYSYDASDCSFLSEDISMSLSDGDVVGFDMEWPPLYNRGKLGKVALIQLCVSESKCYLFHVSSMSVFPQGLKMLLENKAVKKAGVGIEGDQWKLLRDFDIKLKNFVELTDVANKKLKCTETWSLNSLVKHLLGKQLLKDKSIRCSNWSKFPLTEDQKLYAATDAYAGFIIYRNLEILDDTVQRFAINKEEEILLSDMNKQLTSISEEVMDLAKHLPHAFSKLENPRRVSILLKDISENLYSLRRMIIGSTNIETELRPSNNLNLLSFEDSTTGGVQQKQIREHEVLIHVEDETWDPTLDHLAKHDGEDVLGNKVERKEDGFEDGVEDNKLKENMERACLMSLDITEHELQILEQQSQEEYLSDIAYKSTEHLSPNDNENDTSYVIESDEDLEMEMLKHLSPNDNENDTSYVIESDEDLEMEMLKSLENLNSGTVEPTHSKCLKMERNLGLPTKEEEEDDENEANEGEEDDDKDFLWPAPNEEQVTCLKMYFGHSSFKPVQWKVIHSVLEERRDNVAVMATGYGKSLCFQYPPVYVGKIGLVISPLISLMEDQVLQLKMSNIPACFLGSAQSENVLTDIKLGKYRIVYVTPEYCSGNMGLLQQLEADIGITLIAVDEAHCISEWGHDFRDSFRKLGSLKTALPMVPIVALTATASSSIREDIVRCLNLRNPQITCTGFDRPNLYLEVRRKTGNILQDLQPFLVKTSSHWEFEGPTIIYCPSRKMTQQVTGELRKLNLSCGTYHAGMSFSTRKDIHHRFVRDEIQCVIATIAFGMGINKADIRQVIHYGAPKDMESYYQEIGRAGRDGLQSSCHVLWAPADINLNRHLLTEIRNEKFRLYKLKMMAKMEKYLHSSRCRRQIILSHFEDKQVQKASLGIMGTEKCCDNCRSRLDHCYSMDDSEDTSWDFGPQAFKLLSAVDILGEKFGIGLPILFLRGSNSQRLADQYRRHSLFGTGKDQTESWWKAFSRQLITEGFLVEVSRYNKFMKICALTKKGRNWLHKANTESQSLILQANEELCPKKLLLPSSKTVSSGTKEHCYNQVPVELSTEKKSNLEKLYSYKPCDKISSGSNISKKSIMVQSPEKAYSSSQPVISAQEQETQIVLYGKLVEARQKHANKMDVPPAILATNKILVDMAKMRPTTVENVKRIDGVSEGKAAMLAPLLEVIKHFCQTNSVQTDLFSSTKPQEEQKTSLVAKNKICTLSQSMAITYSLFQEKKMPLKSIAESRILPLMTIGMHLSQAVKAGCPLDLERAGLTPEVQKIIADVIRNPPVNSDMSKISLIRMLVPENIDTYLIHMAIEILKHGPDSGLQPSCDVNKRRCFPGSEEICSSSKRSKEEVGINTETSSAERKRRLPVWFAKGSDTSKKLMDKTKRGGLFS
#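 WRN at 20 nM final was preincubated with compound for 15 min at room temperature; reaction started with 100 nM forked duplex oligonucleotide carrying fluorophore and quencher plus 2 mM ATP (final). Unwinding followed kinetically by red fluorescence (ex 525/em 598 nm).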
# EPAC1 agonist: qHTS for Agonist of cAMP-regulated guanine nucleotide exchange factor 3 (EPAC1): primary screen; EPAC1 agonist qHTS, biochemical assay; response scale: 100% = response to 6.5 mM cAMP; Potency, µM (doses to about 154 µM), for inactives: top-dose activation, usual class: activators; hit rate 0.073% among 360,000; AID 720707, 2013; further: potency means the concentration at half of the fitted maximal effect; nearly all actives have a fitted effect of over 60% in size
#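 Normalized to 6.5 mM cAMP, activity reflects EPAC1-catalysed release of BODIPY-GDP from Rap1B, followed kinetically over 30 min at 480 nm excitation, 540 nm emission. Reaction contained 100 nM EPAC1, 250 nM Rap1B-BODIPY-GDP, 50 uM GDP.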
# CCT modulator: High-Throughput Screening for Modulators of Cytosolic Chaperonin Activity; purified chaperonin ATPase assay, HTRF ADP detection, 30 min; activity change, % (concentration not given with the values), hits read low; hit rate 0.3% among 360,000; AID 651819, 2012; in the data active means activity change below about -30%; further: on the % scale 0 is the no-effect control and ±100 the full control effect
#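 First, chaperonin was dispensed at 40 nM or 20 nM final depending on batch activity. Next, compounds were pinned at 76 uM and ATP added at 10 uM. After 30 min at 37 °C, ADP detection reagents ran 30 min at ambient temperature.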
# PLK1 PBD block: qHTS for Inhibitors of PLK1-PDB (polo-like kinase 1 - polo-box domain): Primary Screen; Plk1 PBD binding of FITC phosphopeptide, fluorescence polarization; Potency, µM, for inactives: max response, negative = inhibition, usual class: inhibitors; AID 720504, 2013; hit rate 2.8% among 360,000; further: potency means the concentration at half of the fitted maximal effect; series mostly up to about 57 µM; on the % scale 0 is the no-effect control and ±100 the full control effect; nearly all actives have a fitted effect of over 65% in size
# IL2 activator: qHTS of IL-2 Activators | IL-2 activation reporter assay, cell-based qHTS; stimulated with anti-CD3/CD4/CD28 beads; in transgenic mouse T cells | hit rate 0.065% among 360,000 | AID 652025, 2013 | activation, % (series mostly up to about 46 µM); in the data active means activation above about 50%; inconclusive means mostly about 30% to 49%; further: 0% is about no effect
#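 EGFP and DsRed fluorescence is measured by plate cytometry in unstimulated transgenic mouse T cells exposed to compound for 60 minutes, then stimulated 18 hours at 37 degrees C with anti-CD3/anti-CD4 beads plus anti-CD28.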
# PI5P4Ka inh: qHTS for Inhibitors of phosphatidylinositol 5-phosphate 4-kinase (PI5P4K). Phosphatidylinositol 5-phosphate 4-kinase type-2 alpha (Homo sapiens), P48426. PI5P4Kalpha enzyme, ADP-Glo luminescence, 60 min; stronger effect = lower value. max response, %. hit rate 1.2% among 330,000. AID 652105, 2013; active means max response of -50% or lower; inconclusive means between -30% and -50%; inactive means -30% or higher; further: value at the top dose of about 77 µM; on the % scale 0 is the no-effect control and ±100 the full control effect
#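 qHTS, 1536-well: enzyme/substrate mix, compound by pin tool, 5 microM ATP final; RT 60 min; ADP-Glo reagents 1 (45 min) then 2 (30 min); luminescence.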
# EPAC1 antagonist: qHTS for Antagonist of cAMP-regulated guanine nucleotide exchange factor 3 (EPAC1): primary screen. Rap guanine nucleotide exchange factor 3 (Homo sapiens), O95398. EPAC1 GEF assay, Rap1b-BODIPY-GDP exchange fluorescence. Potency, µM (top dose mostly 115 µM), for inactives: at the highest dose activity change, negative = inhibition, hits mostly inhibitors. hit rate 0.14% among 360,000;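 further: potency means the concentration at half of the fitted maximal effect; plate controls were vehicle for no effect and positive control for full effect; nearly all actives have a fitted effect of over 50% in size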
# EPAC2 ag: qHTS for Agonist of cAMP-regulated guanine nucleotide exchange factor 4 (EPAC2): primary screen; Rap guanine nucleotide exchange factor 4 (Homo sapiens), Q8WZA2; EPAC2 activation, biochemical qHTS; response scale: 100% = 6.5 mM cAMP response; Potency, µM (top dose mostly 154 µM), without a hit: at the top dose activation, usual class: activators; hit rate 0.079% among 360,000; further: potency means the concentration at half of the fitted maximal effect; nearly all actives have a fitted effect of over 50% in size
#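 Each well held 100 nM EPAC2, 250 nM RAP1B-BODIPY-GDP and 50 uM GDP. Fluorescence, read at 5-min intervals to 30 min, was referenced to a 6.5 mM cAMP positive control.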
# Numbers without * were called inactive; ? = inconclusive; . = no result given; [ ] = another dose, or the depositor's remark. Unless noted, the call rests on the fitted dose curve; in most records, active means well fitted curve in the direction sought with a large enough effect; inconclusive means small, poorly fitted or top-dose-only effect, or another doubt; inactive means no such curve, though single readings can be large; an effect the other way counts as inactive or inconclusive.
# Results follow in this order: WRN inhibitor, EPAC1 agonist, CCT modulator, PLK1 PBD block, IL2 activator, PI5P4Ka inh, EPAC1 antagonist, EPAC2 ag
CC1CC(C)CN(CC(O)COCc2ccccc2F)C1 (configuration not stated)
    -6%, -5%, -0.9, 4%, -2.1, 2, 14%, -5%
Cc1ccc2cc(S(=O)(=O)NCCCN3CCOCC3)ccc2c1
    -2%, 10%, -1.2, -9%, -0.9, 6, 7%, 24%
Cc1nn(-c2ccccc2)c(C)c1/C=N/n1c(-c2ccc(C(C)(C)C)cc2)n[nH]c1=S
    -16%, -9%, 0.4, -14%, 0.1, -3, -27%, -5%
CC(CCc1ccccc1)NC(=O)C1CCN(S(=O)(=O)N2CCCCC2)CC1 (configuration not stated)
    -11%, 6%, -3.4, -8%, -1.0, ., -17%, 12%
COc1ccc(NC(=O)c2cn(-c3ccccc3)nc2-c2cc3ccccc3o2)cc1
    -2%, 6%, -2.0, -1%, -0.1, 3, 6%, 3%
COc1ccccc1C(=O)OCC(=O)NCCNC(=O)COC(=O)c1ccccc1OC
    -35%, 7%, -1.1, -1%, -3.7, 5, 9%, 5%
Cc1cccc(CCNC(=O)CCNS(=O)(=O)c2cc(Br)cnc2N)c1
    -8%, 9%, 0.3, -16%, -2.8, 2, -15%, 6%
COc1ccccc1N1C(=O)c2ccccc2NC1c1cc(OC)c(OC)c(OC)c1 (configuration not stated)
    13%, 2%, -1.4, -3%, -1.3, -3, -23%, -3%
CCc1cc2cc(C(=O)Nc3ccc(C)cc3)sc2s1
    -4%, 0%, -1.3, 0%, -1.4, -6, -4%, 2%
COc1ccc(S(=O)(=O)N2CCc3ccccc32)cc1C(=O)Nc1cc(S(C)(=O)=O)ccc1Cl
    0%, -8%, 0.4, -4%, 3.1, -8, 0%, 5%
O=C(Nc1cc(C(F)(F)F)ccc1Cl)C(Sc1n[nH]c(=O)[nH]c1=O)c1ccccc1 (configuration not stated)
    -12%, -11%, -1.5, -17%, -1.0, 1, -21%, -6%
Cc1noc(C)c1NC(=O)N(C)C[C@@H]1OCc2cnnn2CCCC(=O)N([C@@H](C)CO)C[C@@H]1C
    7%, -7%, -1.6, -16%, -0.9, -7, 6%, 10%
CC1CCN(C(=O)Nc2cccc(NC(=O)N3CCC(C)CC3)c2)CC1
    -3%, -3%, -3.7, -5%, -0.4, 0, -11%, 7%
CC(C)c1ccc(NC(=O)COc2ccc(C3SCCS3)cc2)cc1
    5%, 3%, 2.4, 4%, -2.5, 1, 2%, -3%
CCOc1ccc(CCNC(=O)C2CCCN(c3ncnc4c3nc3n4CCCCC3)C2)cc1 (configuration not stated)
    6%, -4%, -0.2, -16%, -1.7, -6, 3%, 0%
Cc1ccccc1NC(=O)CCS(=O)(=O)c1ccc(Br)s1
    -21%, 1%, -1.2, -20%, -0.4, -18, 13%, 1%
COc1cc(C(=O)NC(=S)Nc2ccccc2N2CCCC2)cc(OC)c1OC
    6%, 8%, -1.2, ?, -1.2, 5, -15%, 4%
O=C(Cn1ncc2c3ccccc3n(Cc3ccccc3F)c2c1=O)NCCCN1CCCC1=O
    -9%, -4%, 0.4, -6%, -0.1, 0, 0%, 1%
COc1ccc(S(=O)(=O)NCC(=O)O)cc1C(=O)NC1CCCCC1
    -13%, -8%, -0.7, -17%, 0.0, -9, -14%, 1%
Cc1cccc(N2CC34C=CC(O3)C(C(=O)O)C4C2=O)c1 (configuration not stated)
    -2%, 4%, -1.0, -7%, 0.7, -2, -12%, 1%
COc1ccc(C(=O)Nc2cc(Cl)ccc2-n2cncn2)c(OC)c1OC
    -1%, 1%, -1.4, -6%, 0.1, 3, 8%, 7%
COc1cccc(C2c3[nH]c4ccccc4c3C[C@H]3C(=O)N(CCCCCO)CC(=O)N23)c1 (some centres not stated)
    -5%, -8%, 0.8, -4%, -2.0, 7, -15%, -6%
COc1nc(NCc2ccc(Cl)cc2)nc(OC)n1
    -2%, 8%, -3.8, -3%, 0.2, -4, -17%, 0%
O=c1[nH][nH]c2c1C(C1CCCCC1)OC(C1CCCCC1)C2 (configuration not stated)
    -7%, -7%, 1.1, -1%, 0.4, 23, -15%, -17%
CCN(C(=O)/C=C/c1cc(OC)c(OC)c(OC)c1)C1CCCCC1
    -4%, 0%, -3.7, 0%, -0.1, 1, 0%, 1%
CS(=O)(=O)N(CC(=O)NCCSCc1cccc(Cl)c1)c1ccc(F)cc1
    3%, -5%, 1.7, ?, 1.8, -2, 0%, 7%
c1ccc(CNc2ncnc3sccc23)cc1
    1%, 4%, -2.7, -2%, -0.6, 2, -11%, 10%
CCOc1ccccc1OCC(=O)NC1CCCCC1
    -2%, 1%, -1.5, -1%, -0.9, 0, 1%, 2%
CCn1c2ccccc2c2cc(CN3CCN(Cc4cc(OC)ccc4O)CC3)ccc21
    -7%, 2%, -3.0, -7%, -4.1, -1, -5%, 4%
Cc1c(Br)cccc1NC(=O)C1(C)CCN1CCc1ccccc1 (configuration not stated)
    0%, 0%, 0.2, -10%, -0.5, 10, -6%, 15%

# Arranged by value in EPAC1 antagonist (ascending): three of the compounds above.
canonical_smiles | EPAC1 antagonist
COc1nc(NCc2ccc(Cl)cc2)nc(OC)n1 | -17%
Cc1cccc(N2CC34C=CC(O3)C(C(=O)O)C4C2=O)c1 (configuration not stated) | -12%
COc1ccc(S(=O)(=O)N2CCc3ccccc32)cc1C(=O)Nc1cc(S(C)(=O)=O)ccc1Cl | 0%

# Back to the main list; the 2 compounds before the break are reprinted first.
# Results follow in this order: WRN inhibitor, EPAC1 agonist, CCT modulator, PLK1 PBD block, IL2 activator, PI5P4Ka inh, EPAC1 antagonist, EPAC2 ag
CCn1c2ccccc2c2cc(CN3CCN(Cc4cc(OC)ccc4O)CC3)ccc21
    -7%, 2%, -3.0, -7%, -4.1, -1, -5%, 4%
Cc1c(Br)cccc1NC(=O)C1(C)CCN1CCc1ccccc1 (configuration not stated)
    0%, 0%, 0.2, -10%, -0.5, 10, -6%, 15%
COc1cccc(/C=N/n2c(C)nc3ccccc32)c1OC
    -2%, -2%, -1.4, 1%, -2.0, ., 1%, 2%
CCOC(=O)Cc1csc(NC(=S)NC(=O)c2cc(OC)cc(OC)c2)n1
    -3%, 1%, -0.1, 0%, 0.5, 1, -7%, 6%
Cc1cc(Cl)c2oc(C(=O)N(C)Cc3ccon3)c(C)c2c1
    -13%, 1%, -0.8, -8%, -0.5, 1, -27%, 8%
CCN(CC)c1ccc(CNc2ccc(Br)cn2)cc1
    4%, 7%, -2.2, -2%, 0.4, -4, -3%, 4%
COc1cccc(-c2ccc3nccn3c2)c1
    -11%, -9%, -2.3, -2%, -0.3, -1, 9%, 0%
COc1cccc(C2C(C#N)=C(N)N(N(C)C)C3=C2C(=O)CCC3)c1OC (configuration not stated)
    1%, 17%, -1.2, -7%, -1.4, -6, -8%, 10%
OC1CCCN(c2c3c(nc4cc(-c5cccc(F)c5)nn24)CCCC3)C1 (configuration not stated)
    -10%, 13%, -0.1, -1%, -5.4, 4, -20%, 5%
Cc1cc2c(s1)c1cnn(-c3ccccc3)c(=O)c1n2C
    ., -2%, ., ., -0.3, ., 2%, 5%
CN(C)c1ccc(C(=O)c2ccc(O)cc2O)cc1
    -4%, 4%, -3.4, -7%, -2.3, -10, 2%, -8%
COc1ccc(O)c(/C=C(\C#N)C(=O)Nc2cccnc2)c1
    -4%, -10%, -0.6, -2%, 0.5, -3, 0%, -6%
CCC(C)(C(=O)NC1CCCC1)N(C(=O)CNC(=O)c1ccccc1)c1c(C)n(C)n(-c2ccccc2)c1=O (configuration not stated)
    -28%, 2%, 0.0, -11%, -3.4, 3, -8%, 10%
COc1cc(C2C3=C(CCCC3=O)OC3=C2C(=O)CCC3)ccc1OCC(=O)Nc1ccccc1
    6%, 2%, -2.0, -13%, -0.7, 3, ?, 7%
CCOC(=O)Cn1c(=O)oc2cc(S(=O)(=O)NCCCc3ccccc3)ccc21
    3%, -11%, -1.7, 3%, -4.0, 1, 7%, 3%
O=C(Nc1cccc(OC(=O)c2cccnc2)c1)c1cccnc1
    8%, 4%, -2.4, -12%, -1.7, ., 2%, -4%
CC(=O)N/N=C(\C)CC(=O)Nc1ccc2c(c1)OCCO2
    2%, 5%, -3.1, -12%, 0.0, -5, -18%, 8%
COC(=O)/C(=C1/Oc2cc(C)oc(=O)c2S1)C(F)(F)F
    -7%, 3%, -2.0, -3%, -0.5, 14, -15%, 0%
COc1ccc(CSc2nncn2C)cc1[N+](=O)[O-]
    1%, 2%, -0.8, 2%, 0.1, -3, 6%, -1%
CCCCCCOc1cccc(N)c1
    -8%, -3%, 0.0, 1%, -0.1, ., 3%, -18%
Cc1[nH]n(-c2ccccc2)c(=O)c1N=Nc1cccc(Cl)c1
    -1%, 2%, 0.2, 2%, 1.1, 0, 9%, -3%
CCOC(=O)CC(NC(=O)c1ccccc1F)c1ccc(C)cc1 (configuration not stated)
    -3%, 8%, 0.9, -13%, -0.6, 4, -3%, -1%
O=C(COC(=O)c1ccco1)c1ccc(F)cc1
    0%, -12%, -2.9, -9%, -1.1, 4, -3%, 10%
COc1cccc(CSc2nnc(CSc3nc4nc(C)cc(C)n4n3)s2)c1
    76%[activator], 5%, 1.6, 0%, -2.6, ., 17%, 12%
CCOC(=O)[C@@H]1[C@H]2COc3cc(OC)ccc3[C@@H]2N2C(=O)N(c3ccc(C(F)(F)F)cc3)C(=O)[C@@]12C
    -5%, -3%, -4.0, -8%, -0.5, 11, -7%, 9%
Cc1ccc(C2=NN(CC(=O)O)C(=O)CC2)cc1
    -4%, 8%, 1.4, -11%, 0.0, -1, -11%, 12%
NC(=O)CSc1nnnn1-c1ccccc1Cl
    -8%, 8%, -4.8, -13%, 0.5, 7, -2%, 4%
CC(Oc1cccc(Br)c1)C(=O)NNC(=O)c1ccccn1 (configuration not stated)
    -6%, 13%, 0.3, -8%, -0.7, 0, -3%, 5%

# An excerpt. The share of hits here may be higher or lower than overall.
